Screening data deposited in PubChem by several laboratories.
MsrA inh: inhibits bovine methionine sulfoxide reductase A. purified bovine MsrA, absorbance read-out. inhibition, % at 15.5 µM. 360,000 tested, 0.75% active. AID 651718; in the data active = inhibition above about 4.5%;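 also: 0% = vehicle wells with enzyme and 100% = reference inhibitor wells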
eLon inh: E. coli protease La inhibition; purified E. coli Lon protease, fluorescence polarization; inhibition, % at 7.94 µM; 360,000 tested, 0.42% active; in the data active = inhibition above about 13%, passing the limit was not always enough;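 also: 0% = enzyme with probe and DMSO and 100% = no enzyme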
NRP1-CendR mod: alters CendR peptide binding to human NRP-1; FAM-RPARPAR peptide binding to NRP-1, fluorescence polarization; inhibition, % at 25 µM; 360,000 tested, 0.85% active; AID 602438;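 active = inhibition or corrected inhibition above about 18%, plus a signal ratio from 0.5 to 1.5, limit read from the data, passing the limit was not always enough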; also: strong numbers were not always called active
SKN-1 block: C. elegans SKN-1 inhibition; C. elegans VP596 Pgst-4::GFP/RFP ratio, acrylamide-induced, 24 h; inhibition, % at 21.8 µM; 360,000 tested, 0.49% active;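 active = interference check ratio from 0.5 to 1.5 plus GFP to RFP signal ratio inhibition reaching or exceeding a fixed threshold, cut at about 30% in these data, passing the limit was not always enough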; also: some compounds called inactive have numbers as strong as hits
FAS TE block: FAS thioesterase (human) inhibition. recombinant FAS-TE, OMFH fluorogenic substrate, fluorescence endpoint. inhibition, % at 15 µM. AID 602261. 360,000 tested, 0.67% active;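 active = compounds whose normalised, plate-corrected inhibition of enzyme fluorescence in the single-dose primary screen is 50% or more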;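 also: 0% = DMSO with enzyme and 100% = substrate without enzyme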
MT1-MMP act inh: MT1-MMP (human) activation inhibition. P50281. HT1080 RFP-PRO-GFP cells, GFP/RFP ratio fluorescence, overnight; percent of plate control window, DMSO zero. GFP/RFP ratio change, % at 20 µM. 360,000 tested, 0.061% active. AID 651647;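 active = GFP/RFP ratio change of at least 30% with cell ATP level not reduced by more than half and red fluorescence within 50% of control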; also: strong numbers were not always called active
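Assay system: HT1080 RFP-PRO-GFP cells | Dosing: 20 µM single dose, 1% DMSO | Incubation: Cells overnight before dosing, compound overnight, 37 °C, 5% CO2 | Evaluation: GFP/RFP fluorescence ratio | Control set: DMSO-only wells and HT1080 RFP-L50D-GFP cell wells as references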
MsrA act: activators of bovine methionine sulfoxide reductase A | 360,000 tested, 0.3% active | activation, % at 10.6 µM | AID 602163 | purified bovine MsrA, absorbance read-out; in the data active = activation above about 7.5%;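 also: 0% = vehicle and 100% = reference activator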
Rin1-Abl PPI inh: inhibitors of human Rin1-Abl protein interaction. inhibition, % at 7.35 µM. TR-FRET Rin1/Abl binding, biochemical. 360,000 tested, 0.4% active; in the data active = inhibition above about 5%, passing the limit was not always enough
Neddylation inh: cullin neddylation inhibition; TR-FRET cullin neddylation, biochemical; calls only at 25 µM; 360,000 tested, 0.58% active; AID 651699; in the data active = inhibition above about 36%
Numbers without * were called inactive.

Results for CCOc1ccc(C(=O)N2CCc3ccccc32)cc1OCC ?
MsrA inh: -0.4; eLon inh: 0.0; NRP1-CendR mod: 1.5; SKN-1 block: -4.7; FAS TE block: -9.5; MT1-MMP act inh: 2.9; MsrA act: -2.4; Rin1-Abl PPI inh: -0.9; Neddylation inh: inactive

How did CC1CN(Cc2ccccc2)c2nc3c(c(=O)n(CC(N)=O)c(=O)n3C)n2C1 (centres undefined) do in these assays?
MsrA inh: 1.1; eLon inh: -9.5; NRP1-CendR mod: -2.6; SKN-1 block: -30.5; FAS TE block: -6.4; MT1-MMP act inh: -2.5; MsrA act: -10.4; Rin1-Abl PPI inh: -2.7; Neddylation inh: inactive

What do the screens show for `COc1ccc(C(CNC(=O)c2cccc3cccnc23)N(C)C)cc1` (centres undefined)?
MsrA inh: 1.1; eLon inh: -1.6; NRP1-CendR mod: 9.3; SKN-1 block: -6.6; FAS TE block: -6.2; MT1-MMP act inh: -4.0; MsrA act: -3.8; Rin1-Abl PPI inh: -4.3; Neddylation inh: inactive

Results for Cc1ccc(-n2nnnc2SCC(=O)NCC2CCCO2)cc1C (centres undefined) ?
MsrA inh: -0.6; eLon inh: -7.3; NRP1-CendR mod: 2.1; SKN-1 block: 7.2; FAS TE block: -4.6; MT1-MMP act inh: -0.7; MsrA act: -2.9; Rin1-Abl PPI inh: 1.2; Neddylation inh: inactive

Results for COC(=O)CC1=NN(c2nc(C)cc(C)n2)C(=O)C1 ?
MsrA inh: 0.8; eLon inh: 2.1; NRP1-CendR mod: 2.6; SKN-1 block: 11.5; FAS TE block: -2.6; MT1-MMP act inh: -1.5; MsrA act: -4.2; Rin1-Abl PPI inh: -3.6; Neddylation inh: inactive

How did COc1ccc(OC)c(S(=O)(=O)N(C)CC(=O)Nc2ccc3c(c2)OCCO3)c1 do in these assays?
MsrA inh: -0.3; eLon inh: -3.1; NRP1-CendR mod: 6.2; SKN-1 block: 4.1; FAS TE block: -1.3; MT1-MMP act inh: 0.5; MsrA act: -2.1; Rin1-Abl PPI inh: 0.9; Neddylation inh: inactive

How did CC(C)C(=O)Nc1ccc(Cl)cc1-c1nc2ccccc2[nH]c1=O do in these assays?
MsrA inh: 3.0; eLon inh: 4.6; NRP1-CendR mod: -5.0; SKN-1 block: 7.4; FAS TE block: -4.8; MT1-MMP act inh: -2.8; MsrA act: 2.6; Rin1-Abl PPI inh: 0.4; Neddylation inh: inactive

How did Cc1cc(NC(=O)C(=O)c2cn(C)c3ccccc23)no1 do in these assays?
MsrA inh: 4.0; eLon inh: 3.5; NRP1-CendR mod: -3.1; SKN-1 block: -2.0; FAS TE block: 4.4; MT1-MMP act inh: 0.2; MsrA act: -6.9; Rin1-Abl PPI inh: -4.4; Neddylation inh: inactive

How did Cc1ccc(NC(=O)COC(=O)C2=NN(c3ccccc3)C(=O)CC2)c(Br)c1 do in these assays?
MsrA inh: 2.1; eLon inh: 5.3; NRP1-CendR mod: 6.2; SKN-1 block: -14.7; FAS TE block: -1.2; MT1-MMP act inh: 4.9; MsrA act: -2.1; Rin1-Abl PPI inh: 0.1; Neddylation inh: inactive

How did Cc1c(C(=O)Nc2c(C)n(C)n(-c3ccccc3)c2=O)oc2ccc(Cl)cc12 do in these assays?
MsrA inh: 1.1; eLon inh: -3.7; NRP1-CendR mod: 4.1; SKN-1 block: -11.6; FAS TE block: -0.9; MT1-MMP act inh: 1.6; MsrA act: -4.5; Rin1-Abl PPI inh: 3.0; Neddylation inh: inactive

Results for COC(=O)Nc1ncc(CN2CCC(c3ccccc3)CC2)s1 ?
MsrA inh: -1.1; eLon inh: 2.5; NRP1-CendR mod: 7.0; SKN-1 block: 5.4; FAS TE block: -8.2; MT1-MMP act inh: 5.0; MsrA act: -1.5; Rin1-Abl PPI inh: 0.9; Neddylation inh: inactive

Results for O=C(CSc1nnc(-c2ccccc2F)o1)N1CCNC1=O ?
MsrA inh: 0.0; eLon inh: -11.3; NRP1-CendR mod: -4.4; SKN-1 block: -3.7; FAS TE block: -6.7; MT1-MMP act inh: 4.7; MsrA act: -9.9; Rin1-Abl PPI inh: -4.2; Neddylation inh: inactive

Results for COc1ccc(CCNC(=O)COC(=O)/C=C/c2cccs2)cc1OC ?
MsrA inh: 2.5; eLon inh: 0.8; NRP1-CendR mod: 1.1; SKN-1 block: 6.2; FAS TE block: -1.2; MT1-MMP act inh: -0.3; MsrA act: -8.6; Rin1-Abl PPI inh: -7.8; Neddylation inh: inactive

What do the screens show for `CCC(C)[C@H](NC(=O)NC(C)C)C(=O)O` (some centres undefined)?
MsrA inh: -0.7; eLon inh: 1.4; NRP1-CendR mod: 12.8; SKN-1 block: 2.7; FAS TE block: -11.9; MT1-MMP act inh: 3.3; MsrA act: -3.6; Rin1-Abl PPI inh: 4.9; Neddylation inh: inactive

Results for CCN(CC)CCOC(=O)c1ccc([N+](=O)[O-])cc1 ?
MsrA inh: -0.9; eLon inh: 6.2; NRP1-CendR mod: 2.8; SKN-1 block: 2.7; FAS TE block: -3.9; MT1-MMP act inh: 2.3; MsrA act: -0.3; Rin1-Abl PPI inh: -0.2; Neddylation inh: inactive

How did COC(=O)c1ccc(S(=O)(=O)NCc2ccc(S(N)(=O)=O)cc2)n1C do in these assays?
MsrA inh: 0.0; eLon inh: -10.3; NRP1-CendR mod: 0.7; SKN-1 block: 1.8; FAS TE block: -8.5; MT1-MMP act inh: 3.3; MsrA act: -1.5; Rin1-Abl PPI inh: 1.2; Neddylation inh: inactive

Results for C/C(=N/NC(=O)CSc1nc2ccccc2n1C)c1ccc(O)cc1 ?
MsrA inh: 1.8; eLon inh: -3.0; NRP1-CendR mod: 9.3; SKN-1 block: 11.1; FAS TE block: 4.8; MT1-MMP act inh: -3.6; MsrA act: -2.8; Rin1-Abl PPI inh: 0.2; Neddylation inh: inactive

What do the screens show for `CCN(CC(=O)Nc1ccccc1OC)C(=O)Cn1cnc2ccccc2c1=O`?
MsrA inh: 1.1; eLon inh: 0.0; NRP1-CendR mod: -5.1; SKN-1 block: 8.0; FAS TE block: -7.7; MT1-MMP act inh: 2.2; MsrA act: -6.9; Rin1-Abl PPI inh: 0.1; Neddylation inh: inactive

How did CN(C(=O)c1cccc(NC(=O)Cc2cccc(NC(=O)C3CCCN(C(=O)C4CC4)C3)c2)c1)C1CC1 (centres undefined) do in these assays?
MsrA inh: -1.0; eLon inh: -4.7; NRP1-CendR mod: 1.9; SKN-1 block: -14.0; FAS TE block: -9.6; MT1-MMP act inh: 6.6; MsrA act: -1.9; Rin1-Abl PPI inh: -1.4; Neddylation inh: inactive

How did O=C(COC(=O)c1ccc(F)c(S(=O)(=O)N2CCCCC2)c1)NCc1ccc(F)cc1 do in these assays?
MsrA inh: 1.6; eLon inh: -6.0; NRP1-CendR mod: 2.9; SKN-1 block: 1.1; FAS TE block: 9.9; MT1-MMP act inh: -2.0; MsrA act: -2.9; Rin1-Abl PPI inh: 0.0; Neddylation inh: inactive

The list goes on (2 carried over from the part before).
How did CN(C(=O)c1cccc(NC(=O)Cc2cccc(NC(=O)C3CCCN(C(=O)C4CC4)C3)c2)c1)C1CC1 (centres undefined) do in these assays?
MsrA inh: -1.0; eLon inh: -4.7; NRP1-CendR mod: 1.9; SKN-1 block: -14.0; FAS TE block: -9.6; MT1-MMP act inh: 6.6; MsrA act: -1.9; Rin1-Abl PPI inh: -1.4; Neddylation inh: inactive

How did O=C(COC(=O)c1ccc(F)c(S(=O)(=O)N2CCCCC2)c1)NCc1ccc(F)cc1 do in these assays?
MsrA inh: 1.6; eLon inh: -6.0; NRP1-CendR mod: 2.9; SKN-1 block: 1.1; FAS TE block: 9.9; MT1-MMP act inh: -2.0; MsrA act: -2.9; Rin1-Abl PPI inh: 0.0; Neddylation inh: inactive

How did Cc1ccc(CNC(=O)N2CCN(S(=O)(=O)c3ccccc3)CC2)cc1 do in these assays?
MsrA inh: 0.2; eLon inh: 0.3; NRP1-CendR mod: 4.1; SKN-1 block: 8.6; FAS TE block: -4.1; MT1-MMP act inh: -1.3; MsrA act: -1.2; Rin1-Abl PPI inh: 0.6; Neddylation inh: inactive

What do the screens show for `O=C(c1ccccc1)c1ccc2nc[nH]c2c1`?
MsrA inh: 1.6; eLon inh: -1.9; NRP1-CendR mod: -9.8; SKN-1 block: 4.8; FAS TE block: -9.8; MT1-MMP act inh: -7.6; MsrA act: 0.8; Rin1-Abl PPI inh: -0.9; Neddylation inh: inactive

Results for COCC(C)NS(=O)(=O)c1ccc(NC(=O)c2ccccn2)cc1 (centres undefined) ?
MsrA inh: -1.7; eLon inh: -4.6; NRP1-CendR mod: -2.4; SKN-1 block: -3.7; FAS TE block: -3.1; MT1-MMP act inh: 8.7; MsrA act: -3.3; Rin1-Abl PPI inh: -6.0; Neddylation inh: inactive

How did CC(C)N(c1ccccc1)c1ccc(NC(=O)[C@@H]2O[C@H](CO)[C@H](O)[C@H](O)[C@H]2O)cc1 do in these assays?
MsrA inh: 0.0; eLon inh: -1.9; NRP1-CendR mod: 4.9; SKN-1 block: 11.8; FAS TE block: -6.3; MT1-MMP act inh: -2.0; MsrA act: 2.4; Rin1-Abl PPI inh: 2.7; Neddylation inh: inactive

Results for COc1ccc(CCNC(=O)COC(=O)Cc2ccccc2[N+](=O)[O-])cc1 ?
MsrA inh: -0.2; eLon inh: 3.5; NRP1-CendR mod: 5.0; SKN-1 block: -0.5; FAS TE block: -8.2; MT1-MMP act inh: 0.3; MsrA act: -3.0; Rin1-Abl PPI inh: 0.3; Neddylation inh: inactive

How did CCc1ccccc1OCC(=O)NNCC(=O)Nc1cccc(C#N)c1 do in these assays?
MsrA inh: 2.4; eLon inh: -2.8; NRP1-CendR mod: -4.0; SKN-1 block: -11.1; FAS TE block: 11.1; MT1-MMP act inh: 4.1; MsrA act: -1.0; Rin1-Abl PPI inh: 2.0; Neddylation inh: inactive

How did Cc1onc(-c2ccccc2)c1C(=O)NC(=S)NNC(=O)c1ccncc1 do in these assays?
MsrA inh: 2.4; eLon inh: 0.5; NRP1-CendR mod: -4.7; SKN-1 block: 0.6; FAS TE block: -10.8; MT1-MMP act inh: 9.3; MsrA act: 0.3; Rin1-Abl PPI inh: -2.2; Neddylation inh: inactive

What do the screens show for `Cn1c(=O)c2c(ncn2CC(=O)N/N=C/C=C/c2ccccc2)n(C)c1=O`?
MsrA inh: 0.6; eLon inh: -4.3; NRP1-CendR mod: -2.5; SKN-1 block: 3.1; FAS TE block: -5.5; MT1-MMP act inh: -2.5; MsrA act: -0.4; Rin1-Abl PPI inh: -0.6; Neddylation inh: inactive

How did C=C(C)C(=O)Nc1cccc(C2=NOC3(C2)C[C@@H](C(N)=O)N(C(=O)/C=C/CC)C3)c1 (some centres undefined) do in these assays?
MsrA inh: 0.2; eLon inh: -7.2; NRP1-CendR mod: -29.3; SKN-1 block: 2.3; FAS TE block: -0.9; MT1-MMP act inh: 2.6; MsrA act: -4.2; Rin1-Abl PPI inh: 1.0; Neddylation inh: inactive

Results for O=C(CCn1c(=S)[nH]c2cc3c(cc2c1=O)OCO3)NCc1ccc(Cl)cc1 ?
MsrA inh: -0.8; eLon inh: 2.0; NRP1-CendR mod: 4.1; SKN-1 block: 22.8; FAS TE block: -6.6; MT1-MMP act inh: 3.2; MsrA act: -0.8; Rin1-Abl PPI inh: 3.2; Neddylation inh: inactive

What do the screens show for `COC(=O)c1sccc1NC(=S)Nc1cccc(F)c1`?
MsrA inh: 1.2; eLon inh: 1.9; NRP1-CendR mod: 8.6; SKN-1 block: -8.6; FAS TE block: -2.2; MT1-MMP act inh: 0.7; MsrA act: -1.1; Rin1-Abl PPI inh: -9.6; Neddylation inh: inactive
